RUNX1 CBFb-SMMHC: Runt domain/CBFb-SMMHC interaction disruptors – biochemical, TR-FRET (AID 1438) | TR-FRET Runt domain–CBFb-SMMHC binding, biochemical; higher % means a stronger effect | inhibition, % at 20 µM, or IC50 in µM where a hit was titrated | actives 2% (n = 2,200); in the data active = inhibition from about 52%, or a potency from the dose series; inactive = the rest, 99 in 100 with inhibition below about 48%
* = called active by the depositor. These rows are one share of the data (hit frequency here may not be typical).

# | smiles | RUNX1 CBFb-SMMHC
1 | CCC1OC23CCCCC2C(C#N)(C(=N)O3)C1(C#N)C#N (stereo not given) | -8%
2 | CCN(CC)c1ccc2cc(-c3nnc(-c4ccncc4)o3)c(=O)oc2c1 | -478%
3 | Cc1cc2c(c(=O)n1Cc1cccnc1)C(Cc1ccccc1)C(C#N)=C(N)O2 (stereo not given) | 16%
4 | CCOC(=O)c1cc(C(=O)OCC)c2ccccn2c1=O | 26%
5 | CCOC(=O)/C(C#N)=C1/C=C(C)NC(c2ccccc2O)=N1 | 20%
6 | CCOC(=O)c1cc2c(=O)n3ccccc3nc2n(Cc2ccco2)c1=NC(=O)c1ccccc1OCC | -11%
7 | CN1CC=C2C(C#N)=C(N)C(C#N)(C#N)[C@H](c3cccc(Cl)c3)C2C1 (stereo not given in full) | 33%
8 | COc1cc(/C=C(\C#N)C(=O)NCc2cccs2)ccc1O | -14%
9 | CCN1C2=C(C(=O)CCC2)C(c2ccc(O)c(Br)c2)C2=C1CCCC2=O | 20%
10 | CCCCn1nc(NC(=O)c2cccs2)c2cc3cc(OC)ccc3nc21 | 12%
11 | CN(C)Cc1c(O)c(Cl)cc2c3c(c(=O)oc12)CCCC3 | 20%
12 | CCCN1C(=O)/C(=C/c2ccc(C)s2)NC1=S | -13%

(next part)
# | smiles | RUNX1 CBFb-SMMHC
13 | Cc1c(C(=O)c2ccccc2)c2ccccn2c1CCc1ccccn1 | -4%
14 | Cc1cc(-c2nc3cccnc3s2)ccc1NS(=O)(=O)c1cccs1 | -9%
15 | COc1ccc2nc3c(cc2c1)c(NC(=O)C1CCCO1)nn3CC(C)C (stereo not given) | 43%
16 | COc1ccc(N=C2NC(=O)S/C2=C\c2ccc(N(C)C)cc2)cc1 | -96%
17 | COc1cccc(/C(O)=C2/C(=O)C(=O)N(c3cc(C)on3)C2c2cccs2)c1 (stereo not given) | -18%
18 | C=CCN1C(=O)/C(=C2/Sc3ccccc3N2CCCS(=O)(=O)O)SC1=S | 4%
19 | COc1ccc(CC(=O)Nc2nn(C)c3nc4c(C)cccc4cc23)cc1 | -7%
20 | Cc1cc(OCC(=O)N(C)C2CCCCC2)ccc1Cl | -4%
21 | Cc1cccc2cc3c(NC(=O)c4ccccn4)nn(C)c3nc12 | -3%
22 | CCc1ccc(C2C3=C(CC(C)(C)CC3=O)Nc3c2c(=O)[nH]c2nc(C)nn32)cc1 (stereo not given) | 31µM*
23 | Cc1cccn2c(=O)c3cc(C(=O)NC4CCCCC4)c(=N)n(CCN4CCOCC4)c3nc12 | 0%
24 | O=C(CCC(=O)N/N=C/c1cc(Cl)cc(Cl)c1O)NCc1ccccc1 | -5%

Part of the list above, with values ahead of the structure:
#	RUNX1 CBFb-SMMHC	molecule
19	-7%	COc1ccc(CC(=O)Nc2nn(C)c3nc4c(C)cccc4cc23)cc1
20	-4%	Cc1cc(OCC(=O)N(C)C2CCCCC2)ccc1Cl

Going on with the list:
25. CCOC(=O)c1c(NC(=S)Nc2ccc(Cl)cc2)sc2c1CCN(C)C2
  RUNX1 CBFb-SMMHC = -10%

26. COc1cc(OC)c2c(=O)c(OC)c(-c3ccc(OC)c(OC)c3)oc2c1
  RUNX1 CBFb-SMMHC = -211%

27. CC(=O)c1sc2nc(C)cc(C)c2c1N
  RUNX1 CBFb-SMMHC = 23%

28. O=C(O)COc1ccc2c(c1)O/C(=C\c1cccs1)C2=O
  RUNX1 CBFb-SMMHC = 10%

29. CN1CCN(c2nc(-c3ccccc3)c3cc(Cl)ccc3n2)CC1
  RUNX1 CBFb-SMMHC = 23%

30. CCN(CC)CCCN1C=C2C(=O)C(C)(OC(=O)CCc3ccccc3)C(=O)C=C2C=C1c1ccc(C#N)cc1 (stereo not given)
  RUNX1 CBFb-SMMHC = -11%

31. CCN1CCc2nc(SCC(=O)Nc3ccc(OC)cc3)c(C#N)cc2C1
  RUNX1 CBFb-SMMHC = 21%

32. O=c1oc2ccc3ccccc3c2cc1-c1nnc(-c2cccs2)o1
  RUNX1 CBFb-SMMHC = 30%

33. Cc1cccn2c(=O)c3cc(C(=O)NC(C)C)c(=N)n(Cc4ccncc4)c3nc12
  RUNX1 CBFb-SMMHC = 16%

34. O=[N+]([O-])c1ccc(-c2cn3nc(-c4ccccc4)c(-c4ccccc4)nc3n2)cc1
  RUNX1 CBFb-SMMHC = -71%

35. O=C1CCNc2cc3ccccc3cc21
  RUNX1 CBFb-SMMHC = 27%

36. CC(=O)Nc1cccc(C2=CC(c3ccco3)n3ncnc3N2)c1 (stereo not given)
  RUNX1 CBFb-SMMHC = -12%

37. CCCC1OC23CCCCC2C(C#N)(C#N)C1(C#N)C(=N)O3 (stereo not given)
  RUNX1 CBFb-SMMHC = 24%

38. CN1CC=C2C(C#N)=C(N)C(C#N)(C#N)C(CCc3ccccc3)C2C1 (stereo not given)
  RUNX1 CBFb-SMMHC = 29%

39. CCOC(=O)c1c(NC(=O)CSc2nnc(C)s2)sc2c1CCN(C)C2
  RUNX1 CBFb-SMMHC = -36%

40. CC(NC(=O)OCc1ccccc1)C(=O)Oc1cc2oc(=O)cc(-c3ccccc3)c2cc1Cl (stereo not given)
  RUNX1 CBFb-SMMHC = 32%

41. COc1cc(-c2onc3ccc(Br)cc23)cc(OC)c1OC
  RUNX1 CBFb-SMMHC = 19%

42. COc1ccc(/C=C2\SC(=O)N(CC(=O)NCCC(C)C)C2=O)cc1OC
  RUNX1 CBFb-SMMHC = -14%

43. COC(=O)c1ccc(N)c(N=CC2=C(O)CC(C)(C)CC2=O)c1
  RUNX1 CBFb-SMMHC = 26%

44. NC(=O)c1cc2ccc(O)cc2oc1=Nc1ccccc1
  RUNX1 CBFb-SMMHC = 10%

45. Cc1cccn2c(=O)c3cc(C#N)c(=N)n(CCN4CCOCC4)c3nc12
  RUNX1 CBFb-SMMHC = 45%

46. Cc1cccc(C)c1NC(=O)COC(=O)c1c2c(nc3ccccc13)/C(=C\c1ccc3c(c1)OCO3)CCC2
  RUNX1 CBFb-SMMHC = 1%

47. CCN1C(=O)c2cccc3c(S(=O)(=O)NCc4cccnc4)ccc1c23
  RUNX1 CBFb-SMMHC = 26%

48. CCCc1cc(=O)oc2c(CN(CC)CC)c(O)c(Cl)cc12
  RUNX1 CBFb-SMMHC = -8%

49. Fc1cccc(C[n+]2csc3ccccc32)c1
  RUNX1 CBFb-SMMHC = -5%

50. CCOC(=O)N1CCN(S(=O)(=O)c2cc(Br)cc3c2N(C(=O)CC)CC3)CC1
  RUNX1 CBFb-SMMHC = 1%

51. CCOC(=O)c1cc(C)[nH]c(=O)c1C#N
  RUNX1 CBFb-SMMHC = -14%

52. CCN(CC)c1ccc(-c2nn3c(-c4cccnc4)nnc3s2)cc1
  RUNX1 CBFb-SMMHC = -255%

53. CCCCc1cc(=O)oc2c(CN(CC)CC)c(O)c(Cl)cc12
  RUNX1 CBFb-SMMHC = 14%

54. CCOC(=O)c1c(NC(=S)Nc2ccccc2)sc2c1CCN(CCc1ccccc1)C2
  RUNX1 CBFb-SMMHC = -7%

55. CCN(CC)Cc1c(O)c(Cl)cc2c(C)cc(=O)oc12
  RUNX1 CBFb-SMMHC = 3%

Sorted by length of the SMILES (high to low): 23 of the compounds above
30. CCN(CC)CCCN1C=C2C(=O)C(C)(OC(=O)CCc3ccccc3)C(=O)C=C2C=C1c1ccc(C#N)cc1 (stereo not given)
  RUNX1 CBFb-SMMHC = -11%

46. Cc1cccc(C)c1NC(=O)COC(=O)c1c2c(nc3ccccc13)/C(=C\c1ccc3c(c1)OCO3)CCC2
  RUNX1 CBFb-SMMHC = 1%

34. O=[N+]([O-])c1ccc(-c2cn3nc(-c4ccccc4)c(-c4ccccc4)nc3n2)cc1
  RUNX1 CBFb-SMMHC = -71%

40. CC(NC(=O)OCc1ccccc1)C(=O)Oc1cc2oc(=O)cc(-c3ccccc3)c2cc1Cl (stereo not given)
  RUNX1 CBFb-SMMHC = 32%

7. CN1CC=C2C(C#N)=C(N)C(C#N)(C#N)[C@H](c3cccc(Cl)c3)C2C1 (stereo not given in full)
  RUNX1 CBFb-SMMHC = 33%

54. CCOC(=O)c1c(NC(=S)Nc2ccccc2)sc2c1CCN(CCc1ccccc1)C2
  RUNX1 CBFb-SMMHC = -7%

9. CCN1C2=C(C(=O)CCC2)C(c2ccc(O)c(Br)c2)C2=C1CCCC2=O
  RUNX1 CBFb-SMMHC = 20%

18. C=CCN1C(=O)/C(=C2/Sc3ccccc3N2CCCS(=O)(=O)O)SC1=S
  RUNX1 CBFb-SMMHC = 4%

42. COc1ccc(/C=C2\SC(=O)N(CC(=O)NCCC(C)C)C2=O)cc1OC
  RUNX1 CBFb-SMMHC = -14%

2. CCN(CC)c1ccc2cc(-c3nnc(-c4ccncc4)o3)c(=O)oc2c1
  RUNX1 CBFb-SMMHC = -478%

25. CCOC(=O)c1c(NC(=S)Nc2ccc(Cl)cc2)sc2c1CCN(C)C2
  RUNX1 CBFb-SMMHC = -10%

16. COc1ccc(N=C2NC(=O)S/C2=C\c2ccc(N(C)C)cc2)cc1
  RUNX1 CBFb-SMMHC = -96%

31. CCN1CCc2nc(SCC(=O)Nc3ccc(OC)cc3)c(C#N)cc2C1
  RUNX1 CBFb-SMMHC = 21%

14. Cc1cc(-c2nc3cccnc3s2)ccc1NS(=O)(=O)c1cccs1
  RUNX1 CBFb-SMMHC = -9%

5. CCOC(=O)/C(C#N)=C1/C=C(C)NC(c2ccccc2O)=N1
  RUNX1 CBFb-SMMHC = 20%

36. CC(=O)Nc1cccc(C2=CC(c3ccco3)n3ncnc3N2)c1 (stereo not given)
  RUNX1 CBFb-SMMHC = -12%

11. CN(C)Cc1c(O)c(Cl)cc2c3c(c(=O)oc12)CCCC3
  RUNX1 CBFb-SMMHC = 20%

48. CCCc1cc(=O)oc2c(CN(CC)CC)c(O)c(Cl)cc12
  RUNX1 CBFb-SMMHC = -8%

8. COc1cc(/C=C(\C#N)C(=O)NCc2cccs2)ccc1O
  RUNX1 CBFb-SMMHC = -14%

55. CCN(CC)Cc1c(O)c(Cl)cc2c(C)cc(=O)oc12
  RUNX1 CBFb-SMMHC = 3%

44. NC(=O)c1cc2ccc(O)cc2oc1=Nc1ccccc1
  RUNX1 CBFb-SMMHC = 10%

20. Cc1cc(OCC(=O)N(C)C2CCCCC2)ccc1Cl
  RUNX1 CBFb-SMMHC = -4%

49. Fc1cccc(C[n+]2csc3ccccc32)c1
  RUNX1 CBFb-SMMHC = -5%

Bioassay records as filed in PubChem BioAssay.
